HUVEC inhibit: inhibitors of HUVEC proliferation, primary screen, cell-based, 384-well | CellTiter-Glo luminescence, 72 h; hits give low values | actives 1.1% (n = 86,000) | viability, % at 10 µM (by protocol);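 active = viability at or below 30%; inactive = viability above 30%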;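 also: 100% = median luminescence of DMSO-only cell control wells on each plate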
CD11b adhes inh: inhibitors of CD11b/CD18 adhesion to fibrinogen, primary screen, K562 cells, luminescence; ATPlite luminescence; Mn2+ added to activate the integrin; inhibition, % at 10 µM; actives 0.54% (n = 93,000);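 active = primary inhibition of 50% or more at 10 µM, then 40% or more on retest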; also: some results filed as inactive read as strong as hits
ERa SRC1 inh: ERα–SRC-1 coactivator interaction inhibitors, primary screen, biochemical, TR-FRET, ERα LBD, estradiol-bound; Estrogen receptor (Homo sapiens), P03372; actives 1.7% (n = 86,000); inhibition, % at 25.6 µM; TR-FRET ER-alpha LBD / SRC-1 peptide; in the data active = inhibition above about 50%;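 also: 0% = receptor plus peptide control and 100% = peptide only without receptor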
ERa coact pot: enhancers of ERα–SRC-1 coactivator binding, primary screen, biochemical, TR-FRET, ERα LBD, low estradiol; Estrogen receptor (Homo sapiens), P03372; TR-FRET ERalpha-LBD/SRC-Cy5 coactivator binding, 2 h; 100 = basal binding, no effect; coactivator binding (% of control), % at 25.6 µM; actives 1.3% (n = 86,000); AID 639, 2007; in the data active = activity above about 200%;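 also: binding measured in presence of low estradiol as agonist stimulus; 0% = peptide alone without receptor and 100% = receptor with peptide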
Mac1 fbg enh: enhancers of CD11b/CD18 adhesion to fibrinogen, primary screen, K562 cells, luminescence | ATPlite luminescence | activation, % at 10 µM | actives 0.07% (n = 93,000) | AID 1499, 2009 | Integrin beta-2 (Homo sapiens) + Integrin alpha-M (Homo sapiens), P05107+P11215;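 active = 10 µM primary screen giving 50% or more activity, confirmed by 40% or more on retest at that dose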; also: strong numbers were not always called active
CYP2C19 activ: human CYP2C19 activators, primary screen, biochemical, luminescence; 96,000 tested, under 10 active; Cytochrome P450 2C19 (Homo sapiens), P33261; AID 1025, 2008; activation factor at 5 µM; recombinant CYP2C19, luciferin-H EGE luminescence; hits give high values; 0 = fully inhibited enzyme, 1 = untreated enzyme;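 active = activation factor of at least 2 at 5 µM in the primary screen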;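 also: 0 = wells with 2.5 mM tranylcypromine and 1 = vehicle-only wells; values of inactives mirror those of a sister screen read the other way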
Target sequence (P33261 whole entry, looked up): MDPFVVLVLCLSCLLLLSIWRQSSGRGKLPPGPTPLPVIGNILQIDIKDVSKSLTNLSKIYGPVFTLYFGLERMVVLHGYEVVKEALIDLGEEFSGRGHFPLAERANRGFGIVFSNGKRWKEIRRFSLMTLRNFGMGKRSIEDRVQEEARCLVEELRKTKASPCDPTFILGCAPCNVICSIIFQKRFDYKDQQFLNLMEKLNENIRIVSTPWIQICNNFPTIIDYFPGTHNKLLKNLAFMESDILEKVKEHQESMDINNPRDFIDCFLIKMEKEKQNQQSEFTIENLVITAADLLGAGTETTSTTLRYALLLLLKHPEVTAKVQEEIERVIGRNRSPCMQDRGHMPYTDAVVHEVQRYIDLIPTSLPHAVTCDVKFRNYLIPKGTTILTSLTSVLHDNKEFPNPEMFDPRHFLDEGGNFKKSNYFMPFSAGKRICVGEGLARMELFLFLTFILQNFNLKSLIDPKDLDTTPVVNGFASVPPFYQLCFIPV
CYP2C19 inhib: blockers of cytochrome P450 2C19 activity – biochemical, luminescence, ADME assay, primary screen; CYP2C19 Supersomes, luciferin-H EGE luminescence, 30 min; inhibition, % at 5 µM; actives 21% (n = 96,000); AID 778, 2007;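 active = CYP2C19 inhibition above a set limit at 5 µM in the primary screen, cut at about 50% in these data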;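 also: plate controls were negative control wells for no effect and 2.5 mM tranylcypromine positive control for full effect; values of inactives mirror those of a sister screen read the other way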
H69AR growth 86K: proliferation blockers of H69AR lung cancer cells, primary screen, cell-based, human, 86K library; AID 598, 2007; H69AR lung tumor viability, ATP luminescence, 72 h; hits give low values; actives 6% (n = 85,000); viability, % at 10 µM;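 active = viability at or below 40%; inactive = viability above 40%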;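 also: multidrug resistant small cell line overexpressing MRP-1 efflux transporter; 100% = mean luminescence of untreated control wells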
Lung fibro prol: antiproliferative effect on LL 47 fibroblasts – human, LL 47 cells, CellTiter-Glo luminescence, primary screen; actives 1.1% (n = 85,000); viability, % at 10 µM; LL 47 human lung fibroblast viability, ATP luminescence; hits give low values;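 active = viability at or below 50% in the single dose screen; inactive = viability above 50%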;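 also: compound exposure lasted 72 h before the ATP readout; 100% = median luminescence of untreated cell-only wells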
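Material: Human LL 47 lung fibroblast cells | Input: 1,150 cells/well | Buffer or medium: IMEM plus 15% FBS | Compound dosing: 0.1% DMSO in all compound wells | Times: Overnight cell rest, 72 h compound treatment at 37 °C | Signal: CellTiter-Glo luminescence measuring cellular ATP | Measure: % viability versus median cells-only luminescence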
An asterisk follows results filed as active; . = not tested or not shown; [ ] = remark or other dose.

SMILES	HUVEC inhibit	CD11b adhes inh	ERa SRC1 inh	ERa coact pot	Mac1 fbg enh	CYP2C19 activ	CYP2C19 inhib	H69AR growth 86K	Lung fibro prol
CS/C(=C\[N+](=O)[O-])Nc1ccc(Cl)cc1	62	0	2	99	0	0.9	11	106	100
CCCCSc1nc(C)nc2c1c(=O)n(C)c(=O)n2C	73	9	8	72	-5	1	-1	100	94
C/C(=C\C(=O)c1ccc(Br)cc1)NCc1ccc2c(c1)OCO2	.	17	.	.	-5	0.9	9	.	.
COc1ccc(N2CCN(C(=O)CSc3nnc(COc4cccc5cccnc45)o3)CC2)cc1	.	4	.	.	-1	1	0	.	.
CCn1c(COc2ccc(C)cc2)nnc1SCC(=O)Nc1ccc2c(c1)OCCO2	104	1	4	111	-3	0.9	9	75	95
Cc1ccccc1-c1noc(-c2cccs2)n1	94	8	-10	112	-2	1.2	-15	55	95
CC(C)n1cnc2cc(NCc3ccccn3)ccc21	108	-3	-1	76	0	1	2	101	112
O=C(CN1CCN(CC(=O)Nc2ccccc2C(F)(F)F)CC1)Nc1ccccc1F	118	-20	-16	122	-2	0.2	85*	90	107
COc1ccc(CC(=O)Nc2ccc(S(=O)(=O)Nc3cc(C)on3)cc2)cc1OC	100	-13	-1	114	-1	1	3	94	92
Cc1c(C#N)c(N=CN(C)C)c(C(=O)c2ccc(Br)cc2)n1-c1ccccc1	95	-32	-9	111	3	0.8	20	70	97
Cc1ccccc1NCc1ccc(O)c2ncccc12	84	.	-17[fluorescence artefact?]	91	.	.	.	72	93
CCOC(=O)c1c(N)sc(-c2ccccc2)c1C	71	.	-14[fluorescence artefact?]	76	.	.	.	105	100
COCCn1nnnc1C(c1ccccn1)N1CCN(c2cccc(C)c2C)CC1 (stereo not drawn)	101	.	-23	118	.	.	.	97	98
CCOc1ccc2c(C)cc(=O)oc2c1OCC	90	.	-5[fluorescence artefact?]	79	.	1.1	-7	101	103
COc1cc(C(=O)Nc2cc(-c3nc4cc(C)ccc4o3)ccc2C)cc(OC)c1OC	43	21	74*[fluorescence artefact?]	59[fluorescence artefact?]	-5	0.7	31	30*	58
CCOc1ccc(OCCSc2nc(C)cc(=O)[nH]2)cc1	90	0	1	110[fluorescence artefact?]	-2	0.6	42	97	95
Cc1cc(Br)c2[nH]c3c(c2c1)CCCC3=O	80	0	15	81	0	0.9	13	95	94
CSc1nc(Sc2ccccc2)c2ccccc2n1	.	-3	.	.	3	0.5	49	.	.
CCCCn1c(SCC(=O)N2CC(C)CC(C)C2)nc2cc(S(N)(=O)=O)ccc21 (stereo not drawn)	102	-9	8	64[fluorescence artefact?]	0	1	-3	53	103
CCOc1ccccc1N(CC(=O)Nc1ccc2c(c1)OCCO2)S(C)(=O)=O	87	-2	-5	132	-1	0.5	45	.	92

13 of the compounds above, with values under each structure.
Values run as follows: HUVEC inhibit, CD11b adhes inh, ERa SRC1 inh, ERa coact pot, Mac1 fbg enh, CYP2C19 activ, CYP2C19 inhib, H69AR growth 86K, Lung fibro prol
- CS/C(=C\[N+](=O)[O-])Nc1ccc(Cl)cc1
  62, 0, 2, 99, 0, 0.9, 11, 106, 100
- CCCCSc1nc(C)nc2c1c(=O)n(C)c(=O)n2C
  73, 9, 8, 72, -5, 1, -1, 100, 94
- C/C(=C\C(=O)c1ccc(Br)cc1)NCc1ccc2c(c1)OCO2
  ., 17, ., ., -5, 0.9, 9, ., .
- COc1ccc(N2CCN(C(=O)CSc3nnc(COc4cccc5cccnc45)o3)CC2)cc1
  ., 4, ., ., -1, 1, 0, ., .
- CCn1c(COc2ccc(C)cc2)nnc1SCC(=O)Nc1ccc2c(c1)OCCO2
  104, 1, 4, 111, -3, 0.9, 9, 75, 95
- Cc1ccccc1-c1noc(-c2cccs2)n1
  94, 8, -10, 112, -2, 1.2, -15, 55, 95
- CC(C)n1cnc2cc(NCc3ccccn3)ccc21
  108, -3, -1, 76, 0, 1, 2, 101, 112
- O=C(CN1CCN(CC(=O)Nc2ccccc2C(F)(F)F)CC1)Nc1ccccc1F
  118, -20, -16, 122, -2, 0.2, 85*, 90, 107
- COc1ccc(CC(=O)Nc2ccc(S(=O)(=O)Nc3cc(C)on3)cc2)cc1OC
  100, -13, -1, 114, -1, 1, 3, 94, 92
- Cc1c(C#N)c(N=CN(C)C)c(C(=O)c2ccc(Br)cc2)n1-c1ccccc1
  95, -32, -9, 111, 3, 0.8, 20, 70, 97
- Cc1ccccc1NCc1ccc(O)c2ncccc12
  84, ., -17[fluorescence artefact?], 91, ., ., ., 72, 93
- CCOC(=O)c1c(N)sc(-c2ccccc2)c1C
  71, ., -14[fluorescence artefact?], 76, ., ., ., 105, 100
- COCCn1nnnc1C(c1ccccn1)N1CCN(c2cccc(C)c2C)CC1 (stereo not drawn)
  101, ., -23, 118, ., ., ., 97, 98

The list continues.
SMILES	HUVEC inhibit	CD11b adhes inh	ERa SRC1 inh	ERa coact pot	Mac1 fbg enh	CYP2C19 activ	CYP2C19 inhib	H69AR growth 86K	Lung fibro prol
C/C(N)=C(/C#N)C(=O)CSc1nc2ccccc2[nH]1	.	8	.	.	-3	0.3	71*	.	.
COc1cc(C(=O)N2CCN(C(=O)c3ccccc3)CC2)cc(OC)c1OC	104	-2	-1	118	-2	1.2	-17	98	93
CCOC(=O)N1CCN(C(=O)C2CCN(S(=O)(=O)CC)CC2)CC1	97	-1	0	238*[fluorescence artefact?]	-2	1.1	-10	91	97
COc1ccc2nc(C)c(C(=O)OCCN(C)C)cc2c1	89	-7	4	109	-1	1.1	-8	104	100
c1cncc(-c2nnc3sc(C4CCCCC4)nn23)c1	104	-11	4[fluorescence artefact?]	98[fluorescence artefact?]	1	0.1	94*	72	105
CCOC(=O)c1cc2sccc2n1CC(=O)Nc1ccc(OC)cc1	92	-2	3	145	-3	0.7	34	94	96
CC(C)(C)n1nnnc1C(c1ccc(C(F)(F)F)cc1)N(Cc1ccccc1)Cc1ccco1 (stereo not drawn)	83	.	-6	88	.	0.7	34	97	96
N/C(=N\OC(=O)c1ccccc1Cl)c1ccc(Cl)cc1	.	-22	.	.	-2	0.6	38	.	.
Cc1ccc(Nc2nc(N)nc(CN3CCN(C(=O)c4ccco4)CC3)n2)cc1Cl	85	-13	-4	91	4	0.2	78*	69	102
CCOC(=O)C(NC(=O)c1ccccc1)(N1CCOCC1)C(F)(F)F (stereo not drawn)	102	-2	4	99	0	0.9	13	100	102
O=C(O)CC(C(=O)OC1CCCCC1)N1CCOCC1 (stereo not drawn)	95	-5	-9[fluorescence artefact?]	114	-3	0.9	5	92	103
N#Cc1c(Sc2ncc(C(F)(F)F)cc2Cl)nsc1C/C=N\OCc1ccccc1Br	87	3	6[fluorescence artefact?]	110	3	0.9	10	67	96
CC(SC1=NCCS1)C(=O)Nc1nnc(-c2ccc(Br)cc2)s1 (stereo not drawn)	77	23	-6[fluorescence artefact?]	180	-1	1.2	-18	71	87
CC(=O)c1ccc(N2CCN(S(=O)(=O)c3cccc(S(=O)(=O)N4CCOCC4)c3)CC2)cc1	87	1	14	147[fluorescence artefact?]	-2	0.9	7	82	103
CCSc1ccccc1C(=O)NCCCn1ccnc1	104	-2	-8	98	-2	0.1	92*	114	101
C=C(C)Cn1c(COc2ccccc2)nnc1SCC(=O)O	111	-13	5[fluorescence artefact?]	107	-2	1	2	91	103
Cn1c(=O)c2c(nc(Cl)n2Cc2ccncc2)n(C)c1=O	97	-5	-3	137	2	0.9	8	88	91
COc1ccc(N2CCN(C(=O)CCS(=O)(=O)c3cccc4nsnc34)CC2)cc1	100	10	-9	124[fluorescence artefact?]	-5	.	.	93	91
CN(CCCCCCCCC(=O)/C=N/O)Cc1ccccc1	88	-12	0	94	0	0.6	43	24*	96
Cc1cccc(OCCCC(=O)Nc2ccc(Br)cc2)c1	.	-35	.	.	0	0.4	59*	.	.
N#CC1=C(N)SC(N)=C(C#N)C1c1ccc(C(F)(F)F)cc1	84	.	-4	100	.	0.6	44	94	90
O=C(NCCNC(=O)C(c1ccccc1)c1ccccc1)c1ccco1	108	-4	-9[fluorescence artefact?]	129[fluorescence artefact?]	4	0.3	66*	89	100
O=C(NCc1ccc2c(c1)OCO2)c1cnc2ccccn2c1=O	97	-27	23[fluorescence artefact?]	97	-1	0.3	66*	79	103
COc1ccc(CNC(=O)c2cnc(C)cn2)c(OC)c1	97	4	-10	119	-6	0.6	44	95	92
COc1ccc(-c2nc(C)ncc2-c2csc(C)n2)c(O)c1	92	4	-5	98	0	0.5	54*	84	94
C=CCOc1ccc(CNc2nccs2)cc1OCC	93	.	-2	112	.	.	.	96	90
CC1(C)CC(OC(=O)c2ccccc2)CC(C)(C)N1	87	-52	-1	106	0	0.9	8	104	106
O=C(CCN1C(=O)c2ccccc2C1=O)Nc1cccc(F)c1	107	-6	8	80	-2	0.2	78*	98	106
CCOC(=O)CSC1=C(C#N)C(c2ccccc2OCC)C(C(=O)OCC)C(=O)N1 (stereo not drawn)	105	6	5	100	-1	0	99*	92	92
O=C(c1ccc2c(c1)OCO2)N1CCN=C1SCc1ccccc1	95	4	-3	95	7	0.7	35	98	101
CCOC(=O)N1CCC(Nc2cc(C)nc3c(-c4ccccc4OC)c(C)nn23)CC1	74	-5	-5	111	2	0.2	84*	37*	90
CCNC(=O)COC(=O)c1cc(=O)[nH]c2ccccc12	97	.	-18	102	.	1.1	-9	95	102
CCOC(=O)C(C)Sc1nc(-c2cccs2)ccc1C#N (stereo not drawn)	53	-7	5	91	3	0.1	91*	4.0*	77
O=S(=O)(NC1c2cccc3cccc(c23)C1N1CCN(CCO)CC1)c1ccccc1 (stereo not drawn)	107	-1	-2	104	-3	0.6	38	53	104
Cc1cnc(C(=O)OCC(=O)NCc2ccccc2)cn1	95	-1	-7	98	1	1	0	92	105
CCN(c1ccccc1)S(=O)(=O)c1ccc(N)cc1	96	-1	2	102	-4	0.9	13	90	102
COc1ccc(NC(=O)c2ccc(-n3nc(C)cc3C)cc2)cc1OC	90	-8	1	97	2	0.9	10	73	107
COc1ccc(-c2cc(C(F)F)n3ncc(C(=O)NCCCN4CCCC4=O)c3n2)cc1	91	-10	-5	104	2	0.8	19	61	96
CCOc1ccc2sc(NS(=O)(=O)c3ccc(OC)c(OC)c3)nc2c1	93	-3	-11	119	4	0.7	28	100	99
COc1ccc(Cl)cc1S(=O)(=O)NCc1cccnc1	94	1	4	104	-2	0.7	27	106	101
